Screening data from PubChem BioAssay.
RPL19A-GFP yeast = RPL19A-GFP expression modulators in yeast, primary screen, cell-based, S. cerevisiae, multiplex flow cytometry, MLPCN; S. cerevisiae RPL19A-GFP strain, 3 h; active compounds read low; percent response vs DMSO, % at 10 µM; hit rate 0.3% among 330,000;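 active = percent response vs DMSO below 50%; inconclusive = fewer than 70 events counted for the yeast strain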;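 note: median channel GFP fluorescence of the barcoded RPL19A-GFP strain; ratio of sample median GFP to plate DMSO average so 100% = DMSO; lower means less RPL19A-GFP as with rapamycin TOR inhibition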
CIT2-GFP yeast = modulators of CIT2-GFP expression in yeast, primary screen, S. cerevisiae, GFP fusion, multiplex flow cytometry, MLPCN library. S. cerevisiae CIT2-GFP strain, 3 h; 100 means same as DMSO wells. GFP response vs DMSO, % at 10 µM. hit rate 0.065% among 320,000. AID 2029, 2009;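 active = GFP response relative to DMSO above a set limit, near the screen mean plus 3 SD, cut at about 150% in these data; inconclusive = Fewer than 70 cells measured for a yeast strain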;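 note: ratio of well median GFP fluorescence to mean of DMSO wells on the plate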
AGP1-GFP MLPCN = modulators of AGP1-GFP expression in yeast TOR pathway, primary screen, cell-based, multiplex flow cytometry, S. cerevisiae, MLPCN library; 3 h; GFP as percent of DMSO wells; GFP response vs DMSO, % at 10 µM; hit rate 0.02% among 320,000; AID 2066, 2009;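 active = GFP response relative to DMSO above a set limit, near screen average plus 3 SD, cut at about 150% in these data; inconclusive = fewer than 70 cells counted for the yeast strain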;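 note: median GFP channel fluorescence of the gated AGP1 strain per well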
AHR activator = AHR activators, primary screen, cell-based, luminescence, luciferase reporter, human; Aryl hydrocarbon receptor (Homo sapiens), P35869; activation, % at 5 µM; hit rate 2.5% among 320,000; AID 2796, 2010; AHR-responsive luciferase reporter cells; in the data active = activation above about 47%;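 note: 0% = vehicle wells and 100% = reference agonist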
LAP4 TOR yeast = modulators of LAP4-GFP expression in yeast, primary screen, S. cerevisiae, multiplex flow cytometry, MLPCN library; AID 2023, 2009; 3 h; median GFP as percent of DMSO wells; hit rate 0.34% among 320,000; GFP response vs DMSO, % at 10 µM;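 active = GFP response vs DMSO above a set limit, about the screen mean plus 3 SD, cut at about 150% in these data; inconclusive = under 70 cell events counted for the yeast strain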
proCasp7 act = procaspase-7 activators, primary screen, counter-screen for procaspase-3 activator project, biochemical, absorbance, HTS, human; activation, % at 8.5 µM; recombinant procaspase-7, Ac-DEVD-pNA absorbance 405 nm; D23A/D198A/D206A triple mutant, cannot self-cleave; scale: DMSO 0, 5 µM enzyme 100; AID 463210, 2010; hit rate 0.093% among 330,000;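 active = percent activation above the screen-wide mean plus 3 SD, cut at about 25% in these data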
Target sequence (P55210 whole entry D23A/D198A/D206A): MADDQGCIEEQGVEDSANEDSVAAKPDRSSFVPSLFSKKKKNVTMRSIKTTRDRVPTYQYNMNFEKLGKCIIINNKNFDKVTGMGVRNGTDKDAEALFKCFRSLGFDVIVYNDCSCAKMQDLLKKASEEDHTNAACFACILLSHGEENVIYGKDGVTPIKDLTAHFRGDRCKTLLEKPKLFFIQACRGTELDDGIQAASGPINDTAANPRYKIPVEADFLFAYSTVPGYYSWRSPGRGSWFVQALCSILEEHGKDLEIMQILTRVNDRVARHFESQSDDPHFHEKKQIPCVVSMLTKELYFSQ
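Assay system: Uncleavable procaspase-7 mutant enzyme | Input: 2 µM procaspase-7 mutant as dispensed | Timing: 1 h compound preincubation, 2 h substrate cleavage, 25 °C | Repeats: One well per compound | Control set: DMSO wells as 0%, DMSO with 5 µM added PC-7 as 100% | Technique: Epi-absorbance of released pNA at 405 nm, two timepoints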
procasp3 activ = activators of human procaspase-3 D3A mutant, primary screen, biochemical, absorbance, PC-3 D3A mutant, single concentration | Caspase-3 (Homo sapiens), P42574 | recombinant procaspase-3 D3A, Ac-DEVD-pNA absorbance 405 nm | hit rate 0.11% among 330,000 | activation, % at 8.5 µM;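 active = activation above the mean of all tested compounds plus 3 SD, cut at about 21% in these data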;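 note: 0% = DMSO alone and 100% = DMSO wells spiked with extra 5 µM PC-3 D3A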
Target sequence (P42574 whole entry D9A/D28A/D175A): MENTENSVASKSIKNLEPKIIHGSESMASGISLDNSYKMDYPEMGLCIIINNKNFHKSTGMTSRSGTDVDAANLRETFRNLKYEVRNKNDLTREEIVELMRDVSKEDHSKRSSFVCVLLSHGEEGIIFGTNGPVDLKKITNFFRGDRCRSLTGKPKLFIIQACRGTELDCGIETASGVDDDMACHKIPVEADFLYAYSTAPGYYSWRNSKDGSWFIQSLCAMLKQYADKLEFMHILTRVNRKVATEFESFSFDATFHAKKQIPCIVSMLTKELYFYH
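material = Procaspase-3 D3A mutant | probe or stimulus = Ac-DEVD-pNA | compound = single dose, 8.5 µM nominal compound, 0.8% DMSO | timing = 1 h preincubation, 2 h reaction | measured by = 405 nm absorbance of p-nitroaniline, reads at 0 and 120 min | benchmarks = DMSO-only low control, 5 µM PC-3 D3A high control | repeats = singlicate, each compound tested once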
MEP2 TOR yeast = modulators of MEP2-GFP levels in yeast, primary screen, S. cerevisiae, multiplex flow cytometry, MLPCN library; S. cerevisiae MEP2-GFP strain, 3 h; 100% = DMSO control level; hit rate 0.51% among 330,000; AID 2016, 2009; GFP response vs DMSO, % at 10 µM;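 active = GFP response versus DMSO above a set limit, roughly screen mean plus 3 SD, cut at about 180% in these data; inconclusive = fewer than 70 cells counted for a yeast strain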;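 note: median GFP fluorescence of the barcode-gated MEP2-GFP cells per well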
An asterisk follows results filed as active; ? = inconclusive; · = no result given; [ ] = dose if it differs, or a comment.

SMILES	RPL19A-GFP yeast	CIT2-GFP yeast	AGP1-GFP MLPCN	AHR activator	LAP4 TOR yeast	proCasp7 act	procasp3 activ	MEP2 TOR yeast
CC(NC(=O)COc1ccccc1)C(=O)NCc1ccccc1Cl (stereo not drawn)	100.4	101.5	103.3	0.7	101.2	16.4	6.9	103.5
COc1ccc(CCNC(=O)C2CC(c3ccccc3[N+](=O)[O-])=NO2)cc1 (stereo not drawn)	98.9	96.3	101.8	14.9	96.7	-4.0	10.4	108.9
FC(F)(F)c1cccc(Nc2nc(N3CCOCC3)nc(N3CCOCC3)n2)c1	102.6	98.6	97.8	4.1	88.6	6.1	-3.7	104.5
C[C@H]1CN(Cc2ccccc2)C(=O)[C@@H]1CC(=O)NCc1ccccc1	101.1	104.0	89.8	-0.1	124.6	-1.4	-1.7	97.9
COc1ccc(-c2ccc(CCC(=O)O)n2NC(=O)c2ccc(O)cc2)cc1	101.9	98.5	103.6	1.7	107.4	-0.9	1.2	99.8
COC(=O)C1=C(C)NC(C)=C(C(=O)OC)C1c1ccccc1OCc1c(C)no[n+]1[O-]	97.6	·	91.4	3.2	96.1	-5.8	3.0	93.0
Cc1ccn2cc(CNS(=O)(=O)c3ccc4ccccc4c3)nc2c1	95.2	93.2	93.8	-0.3	104.0	0.1	1.2	100.5
Cc1cc(NS(=O)(=O)c2ccc(NC(=O)c3ccc(F)cc3)cc2)nc(C)n1	91.2	95.4	89.7	0.1	94.3	2.0	9.0	94.9
O=C1c2ccccc2C(=O)N1CC(=O)N1c2ccccc2Sc2ccc(C(F)(F)F)cc21	97.4	99.5	100.7	-0.1	111.0	-0.6	-2.2	98.2
Cc1ccc(CCNC(=O)CN2CCN(Cc3ccccc3F)C2=O)cc1	102.4	98.8	102.8	1.4	96.8	10.4	2.3	99.6
COc1cccc(OC)c1C(=O)Nc1ccc(CN2CCOCC2)cc1	97.7	96.6	98.9	3.9	96.2	-4.3	14.5	98.8
COc1ccc(OCc2nnc(SCC(=O)Nc3cccc(C(C)=O)c3)o2)cc1	102.3	101.9	102.4	-0.6	103.1	-6.8	0.8	102.4
Cc1noc(C)c1S(=O)(=O)N(C)C[C@H]1Oc2ccc(NC(=O)C3CC3)cc2C(=O)N([C@H](C)CO)C[C@@H]1C	98.9	102.0	101.9	-0.5	108.4	-9.1	-0.3	98.7
O=C(NC1CCCC1)c1cnc2n(c1=O)CCS2	105.6	·	104.4	60.3*	92.7	0.2	-3.7	100.5
CCC(C)N(C(=O)Cn1nnc(-c2ccc(Cl)cc2)n1)C1CCS(=O)(=O)C1 (stereo not drawn)	96.9	87.7	98.5	1.4	102.4	1.6	6.6	99.5
Cc1ccc(S(=O)(=O)Nc2ccc(C(=O)NCc3ccccn3)cc2)cc1	113.9	95.9	97.2	3.6	72.0	14.8	1.1	105.8
COc1cc(OC)cc(C(=O)Nc2ccc(C(=O)NCC3CCCO3)cc2)c1 (stereo not drawn)	104.9	107.3	102.2	-2.9	87.8	0.8	-0.8	107.0
COc1ccc(C)cc1C(=O)CCC(=O)NCCc1ccc(S(N)(=O)=O)cc1	100.6	95.8	93.3	8.6	91.2	1.3	-11.7	102.6
O=C1COc2ccc(C(=O)COC(=O)c3cccnc3Cl)cc2N1	99.5	84.7	107.5	1.9	117.0	5.7	3.3	93.7
CN(C)C(CNC(=O)c1ccc2c(=O)n(-c3ccccc3F)c(=S)[nH]c2c1)Cc1ccccc1 (stereo not drawn)	114.5	113.2	123.8	-1.1	109.8	5.0	2.5	105.8
CCC(C)NC(=O)C1CCN(S(=O)(=O)c2ccc3nc4c(c(C(=O)O)c3c2)CCCCC4)CC1 (stereo not drawn)	109.5	113.1	115.6	2.5	105.0	-5.5	-2.1	108.4
CCCOC(=S)N/C(=N\S(=O)(=O)c1ccccc1)c1ccccc1	98.2	90.2	91.5	2.3	94.2	-8.4	-7.3	91.2
C=CCOc1ccc2oc(=O)cc(C)c2c1	98.0	99.9	87.8	8.2	96.0	-1.8	5.0	103.5
O=C(N/N=C/c1ccc(Cl)cc1)c1cc2c(s1)-c1ccccc1CC2	88.6	100.5	91.0	18.5	99.4	-2.5	-4.0	107.6
CCC(C)N(C(=O)c1csnn1)C(C(=O)NC1CCCC1)c1c(F)cccc1Cl (stereo not drawn)	105.2	104.7	111.8	1.0	99.3	3.1	-5.7	106.5
O=C(NCc1cccs1)C1CCN(c2nccs2)CC1	98.5	93.5	99.7	1.0	102.7	0.6	6.0	105.3
O=C(COC(=O)c1ccccc1C(=O)N1CCN(c2ccccc2)CC1)NCc1ccccc1	107.3	102.0	93.1	27.0	102.7	-8.5	-4.2	106.0
CCOc1cc(C)c(S(=O)(=O)NC2CCCCC2)cc1C	98.5	88.2	106.2	0.5	99.8	2.1	2.9	98.9
COc1ccc(C2C(C)C3(O)CC(C#N)(C(=O)N3)C2(C#N)C#N)cc1 (stereo not drawn)	98.6	95.0	105.7	-5.9	113.5	10.4	8.8	99.6
O=C(CCN1CCC(c2ccc(Cl)s2)=N1)c1ccc(Cl)s1	95.0	99.7	103.9	6.2	124.9	-29.0	-25.8	100.8
CC(=O)c1c(N2CCCC2)[nH]c(-c2ccccc2)nc1=S	98.3	102.5	100.1	14.5	99.4	5.7	-0.8	96.6
Cc1ccc(CCNC(=O)C23C[C@H]4C[C@@H](C2)CC(n2nnc(C)n2)(C4)C3)cc1	95.5	105.1	97.1	-1.8	103.0	-0.1	10.6	95.2
COc1cccc(C(=O)OCCN2CCCCC2)c1	102.1	104.4	107.3	0.1	99.7	8.2	3.4	99.1
CS(=O)(=O)c1cccc(S(=O)(=O)N2CCN(c3ccccn3)CC2)c1	105.9	103.2	107.2	·	99.7	·	·	107.7
COc1ccc(CCNS(=O)(=O)c2ccc(Br)cc2)cc1	94.1	81.8	81.7	-1.6	82.0	5.5	0.2	84.1
CCNC(=O)C(CCSC)NS(=O)(=O)c1ccc(C)cc1 (stereo not drawn)	71.8[may fluoresce violet]	?	24.2[may fluoresce violet]	0.4	93.3[may fluoresce violet]	4.9	-5.9	?
O=C(O)/C=C/C(=O)Nc1ccc(OC(F)(F)F)cc1Br	92.4	98.5	100.4	-0.1	99.5	-9.6	1.2	92.7
CC(C(O)C12CC3CC(CC(C3)C1)C2)N1CCCCC1 (stereo not drawn)	101.0	99.1	95.4	2.1	89.3	0.2	-4.1	105.2
Cc1cc(C)c(S(=O)(=O)Nc2ccccc2C(=O)N2CCCC2)c(C)c1	109.5	·	93.8	0.6	80.8	4.1	-2.7	99.4
CN(C)c1cc[n+](CC(=O)N2c3ccccc3Sc3ccccc32)cc1	98.0	104.0	105.1	2.4	98.4	7.8	13.3	94.8
O=C(NCc1ccccc1)c1c(O)c2ccccc2[nH]c1=O	101.9	97.4	100.8	·	90.3	·	·	102.0
CC(CN1CCCCC1)OC(=O)C1c2ccccc2Oc2ccccc21 (stereo not drawn)	96.7	107.1	98.2	-0.3	92.9	8.0	-0.2	97.7
COc1cc(NC(=S)N2CCN(C)CC2)cc(OC)c1	104.8	102.9	102.0	9.1	99.9	-8.6	-13.2	121.5
Clc1ccc(CNC2CCN(Cc3ccccc3)CC2)cc1	108.1	100.3	104.8	0.0	101.1	-4.0	-6.2	114.8
COc1ccc(-n2c(C)nc3cc(C(=O)N4CCOCC4)ccc32)cc1	88.8	88.6	90.1	0.7	85.7	6.2	5.0	91.7
CCNC(=S)NS(=O)(=O)c1ccc(Cl)cc1	101.2	101.8	·	0.0	101.0	-0.1	-8.3	105.1
COc1cc(C(=O)OCC(=O)Nc2ccccc2C(=O)NC2CC2)c([N+](=O)[O-])cc1OC	100.2	89.0	104.6	0.0	98.5	0.8	5.7	98.0
O=C(NC(=S)NCC1CCCO1)c1cccc([N+](=O)[O-])c1 (stereo not drawn)	98.2	97.8	90.6	5.0	92.1	-10.5	3.3	107.7
COCCN1C(=O)c2ccc(C(=O)O)cc2C1=O	93.7	91.9	98.9	3.3	88.8	4.0	3.2	94.1
COc1ccccc1C(=O)NC(=O)COC(=O)CN1C(=O)NC2(CCCCC2C)C1=O (stereo not drawn)	98.7	103.8	105.5	1.4	102.6	1.2	1.9	102.6

With a hit mark in AHR activator (from the list above):
SMILES | RPL19A-GFP yeast | CIT2-GFP yeast | AGP1-GFP MLPCN | AHR activator | LAP4 TOR yeast | procasp3 activ | MEP2 TOR yeast
O=C(NC1CCCC1)c1cnc2n(c1=O)CCS2 | 105.6 | · | 104.4 | 60.3* | 92.7 | -3.7 | 100.5

Following part
SMILES	RPL19A-GFP yeast	CIT2-GFP yeast	AGP1-GFP MLPCN	AHR activator	LAP4 TOR yeast	proCasp7 act	procasp3 activ	MEP2 TOR yeast
CN(C)C(/C=C/Nc1ccc(Br)cc1)=C(C#N)C#N	86.2	·	88.0	30.8	88.0	12.3	-0.5	86.9
Cc1cc(C(=O)NC(C)c2ccncc2)no1 (stereo not drawn)	100.8	90.8	90.2	2.9	100.0	-1.8	-8.9	101.0
CCn1c(=O)c(C(=O)CN2CCN(S(=O)(=O)c3ccc(C)cc3C)CC2)c(N)n(Cc2ccccc2)c1=O	106.5	108.2	102.9	1.6	103.1	1.5	0.5	105.0
O=C(Cc1ccsc1)Nc1ccccc1F	98.5	110.2	100.3	-0.3	92.3	9.2	-6.9	95.0
COc1ccc(-c2c(-c3cc(OC)cc(OC)c3)n(C)c3ccc(-c4ccc5cc[nH]c5c4)cc23)cc1	107.7	108.6	115.2	9.8	108.8	1.5	5.4	104.9
Cc1ccc(CNC(=O)Cc2nc3nc(C)cc(C)n3n2)cc1	96.8	90.7	92.9	17.9	88.6	2.6	-6.2	96.1
CN(CC(=O)Nc1ccccc1C(F)(F)F)C(=O)C1=COCCO1	90.2	95.4	98.4	-2.2	103.9	5.8	1.9	95.7
Cc1ccc(CNC(=O)COC(=O)CN2C(=O)C3CC=CCC3C2=O)cc1 (stereo not drawn)	98.6	99.2	100.2	-1.0	101.8	10.3	2.5	103.2
CC(C)C(=O)Nc1ccc(NC(=S)NC(=O)c2cc3ccccc3o2)cc1	122.9	109.7	115.7	2.5	113.0	17.5	-5.3	114.7
CCOC(=O)C1CCN(S(=O)(=O)c2ccc(-n3cnnn3)c(C)c2)CC1	?	?	?	-4.1	?	9.5	3.3	86.8[may fluoresce red and violet]
Cc1ccc(CC(=O)NCc2ccc(Cl)cc2)cc1	102.9	98.0	101.9	0.9	95.2	-1.6	-1.2	102.1

Quoted from the listing.
For proCasp7 act, CN(CC(=O)Nc1ccccc1C(F)(F)F)C(=O)C1=COCCO1 is listed with 5.8
For AHR activator, CN(C)C(/C=C/Nc1ccc(Br)cc1)=C(C#N)C#N is listed with 30.8
